LYP inhibition: inhibitors of LYP phosphatase, biochemical, fluorescence intensity, uHTS (AID 1779); 0.054% of 290,000 active; inhibition, % at 11.5 µM, or IC50 in µM where a hit was titrated; recombinant LYP phosphatase, fluorescence intensity; higher % means a stronger effect; in the data active means inhibition above about 50%;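 further: plate controls were vehicle with enzyme for no effect and no enzyme for full effect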
MgcRacGAP inhibition: MgcRacGAP GTPase-activating activity inhibitors, confirmation, biochemical, ADP Hunter fluorescence. MgcRacGAP-stimulated Rac1 GTP hydrolysis, ADP Hunter fluorescence; higher % means a stronger effect; GST-tagged Rac1 F28L mutant substrate. inhibition, % at 30 µM, or IC50 in µM where a hit was titrated. 0.6% of 340,000 active;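 active means first-screen hits whose inhibition reached a set limit at any dose in the follow-up dose series; inconclusive means inhibition above the set first-screen limit but never retested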;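 further: fluorescence reports GDP produced by GAP-driven GTP hydrolysis; strong numbers were not always called active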
Hep lipid drop: hepatic lipid droplet formation modulation | inhibition, % at 6.5 µM | AML12 mouse hepatocytes, oleate lipid droplets, BODIPY imaging | 0.4% of 240,000 active;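 active means lipid droplet intensity inhibited by at least 50%, with more than 500 cells counted; inconclusive means wells with under 300 cells, treated as cytotoxic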
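Material – mouse AML12 hepatocyte cell line, fixed after treatment · Compound dosing – one dose, 6.5 µM compound · Times – compound with oleate, overnight · Measured by – Image-based BODIPY and DAPI two-channel analysis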
NTR1 agonist: agonists of NTR1, primary screen, imaging, U2OS cells, beta-arrestin-GFP, high content (AID 493036); P30989; NTR1-U2OS beta-arrestin-GFP spot imaging, agonist mode; activation, % at 20 µM; 0.17% of 330,000 active;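 active means activation at or above 40% of the spot to cytoplasm intensity ratio, with at least 20 cells analyzed; inconclusive means wells under 20 cells, flagged as cytotoxic or low count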;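 further: 0% = DMSO without peptide and 100% = 100 nM NTR1 peptide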
Target sequence (P30989 whole entry, looked up): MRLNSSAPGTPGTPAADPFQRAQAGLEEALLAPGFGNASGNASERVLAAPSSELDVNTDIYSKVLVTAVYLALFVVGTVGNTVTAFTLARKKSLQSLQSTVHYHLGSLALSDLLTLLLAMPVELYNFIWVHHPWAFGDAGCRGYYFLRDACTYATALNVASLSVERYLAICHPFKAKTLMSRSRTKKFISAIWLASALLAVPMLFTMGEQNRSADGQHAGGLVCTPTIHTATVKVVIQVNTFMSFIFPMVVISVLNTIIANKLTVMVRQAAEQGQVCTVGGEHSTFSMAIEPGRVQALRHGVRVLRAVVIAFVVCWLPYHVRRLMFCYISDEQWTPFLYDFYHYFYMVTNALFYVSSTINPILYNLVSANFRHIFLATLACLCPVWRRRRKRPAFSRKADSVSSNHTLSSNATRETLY
GPR55 LPI antagonism: inhibition of LPI-stimulated GPR55 beta-arrestin translocation – imaging, U2OS, beta-arrestin-GFP, LPI agonist, primary screen (AID 2013); U2OS GPR55 beta-arrestin-GFP translocation imaging, LPI antagonism; higher % means a stronger effect; one-dose inhibition, % at 10 µM; IC50 in µM for titrated hits; 0.13% of 290,000 active;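 active means spots per cell inhibited over 60%, with over 100 cells counted and total cytoplasm intensity under 500,000; inconclusive means wells with under 100 cells, flagged as likely toxic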;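 further: U2OS cells stably carrying GPR55 and arrestin-GFP stimulated by 5 µM LPI near EC80; imaged beta-arrestin-GFP aggregate spots per cell after agonist stimulation; plate controls were LPI-stimulated DMSO wells for no effect and DMSO wells without LPI for full effect; some results filed as inactive read as strong as hits; confirmed hits need IC50 under 10 µM and bright autofluorescent wells are also inconclusive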
Large T inhibition: SV40 large T antigen inhibitors, biochemical (AID 1903). SV40 large T antigen ATPase/helicase inhibition assay; higher % means a stronger effect. inhibition, % at 20 µM; hits with a dose series show IC50 in µM. 0.39% of 310,000 active; in the data active means a potency from the dose series; inconclusive means inhibition mostly from about 32% at the one dose, without a potency; inactive means the rest, 99 in 100 with inhibition below about 32%; further: strong numbers were not always called active
GPR55 beta-arrestin: selective activators of receptor GPR55 – imaging, U2OS cells, beta-arrestin-GFP redistribution, primary screen (AID 1961); 0.048% of 290,000 active; U2OS GPR55 beta-arrestin-GFP redistribution imaging; higher % means a stronger effect; activation, % at 10 µM; hits with a dose series show EC50 in µM;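 active means activation above 40% with more than 50 cells counted in the well; inconclusive means wells holding fewer than 50 cells, flagged as toxic or sparse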;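 further: U2OS osteosarcoma cells stably expressing GPR55 and beta-arrestin-GFP; plate controls were DMSO negative control for no effect and LPI positive control for full effect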
T cell modulator: T cell immune modulators affecting CD8 T cell-vesicle binding; 2C CD8+ T cell-vesicle binding, flow cytometry; stronger effect = lower value; 0.068% of 330,000 active; calls only at 7 µM;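 active means response, share of CD8 T cells binding vesicles, and their 90th percentile fluorescence all below set limits, cut at about 80% in these data, passing the limit was not always enough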
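Assay system – 2C mouse CD8+ T cells · Also added – QL9-loaded Drosophila micro-vesicles · Timing – Cell–vesicle co-incubation 1.5 h at 37 °C, staining 20 min on ice · Signal – flow cytometry of vesicle-bound cells · Measure – percent CD8+ FL2 mean versus row control · Controls – Peptide-free naked vesicles (low) and QL9 vesicles with 0.7% DMSO vehicle (high)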
GPR35 antagonists: GPR35 antagonists blocking zaprinast-driven arrestin recruitment, primary screen, imaging, U2OS, beta-arrestin-GFP, zaprinast agonist (AID 2058) | U2OS GPR35 beta-arrestin-GFP translocation imaging, zaprinast antagonism; higher % means a stronger effect | inhibition, % at 10 µM, or IC50 in µM where a hit was titrated | 0.052% of 290,000 active;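 active means inhibition of at least 50% with at least 30 cells and total cytoplasm GFP at most 10,000,000; inconclusive means under 30 cells or total GFP of 10,000,000 plus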
Hep lipid drop cells 6.5 µM: second read-out of Hep lipid drop, no call of its own (marks repeat the call); cell count; measured here: cell count, cytotoxicity flag;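 cells counted across two imaged fields per well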
T cell modulator vesicle-bound %: further read-out of T cell modulator, marked with its call; double positive events, %; measured here: CD8+ vesicle-bound cell fraction;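 binding gate set so that unloaded-vesicle control wells show 10% double positive cells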
NTR1 agonist cell count 20 µM: further read-out of NTR1 agonist, marked with its call; cell count; measured here: cell count, cytotoxicity flag
Active calls of the source: *; i = inactive; u = inconclusive; x = no result given.

Values run as follows: GPR55 beta-arrestin, LYP inhibition, MgcRacGAP inhibition, Large T inhibition, NTR1 agonist cell count 20 µM, GPR35 antagonists, GPR55 LPI antagonism, Hep lipid drop cells 6.5 µM, T cell modulator vesicle-bound %, T cell modulator, NTR1 agonist, Hep lipid drop
> O=C(CSc1nc2ccccc2[nH]1)N1CCN(C(=O)c2ccco2)CC1
    0.0%, -9%, 4%, 5%, 59, 8%, 22%, 565, 27, i, -1.1, 2
> Cc1ccc(C(=O)COC(=O)CNC(=O)Cc2ccccc2)cc1[N+](=O)[O-]
    0.3%, -6%, 2%, 6%, 77, 3%, -4%, x, 32, i, -1.2, x
> COc1cc(S(=O)(=O)N(Cc2cccc(OC)c2OC)CC2CCCO2)ccc1-n1cnnn1 (stereo not given)
    0.7%, -13%, 7%, 20%, 53, -5%, -2%, 617, 40, i, -1.1, -12
> O=C(O)CSc1nnc(Cn2c(=O)sc3ccccc32)n1-c1cccc(Cl)c1
    0.0%, -7%, 8%, -2%, 61, 16%, 9%, x, 52, i, -1.3, x
> O=S(=O)(Nc1ccc2cn[nH]c2c1)c1ccc(Cl)s1
    -0.2%, -3%, 2%, 3%, 63, -5%, 2%, 683, 32, i, -0.7, 1
> COc1ccc(CCN(Cc2cc3cc4c(cc3[nH]c2=O)OCO4)C(C)=O)cc1OC
    -0.2%, 0%, x, x, x, -9%, 6%, x, x, x, x, x
> Cc1ccc(-n2ncc3c2CCCC3NC(=O)c2cnccn2)cc1C (stereo not given)
    0.3%, -4%, 1%, -9%, 72, -5%, -14%, 658, 5, i, 0.1, 19
> COc1cc(C(=O)Nc2scc(-c3ccccc3)c2C(=O)O)cc(OC)c1OC
    -0.1%, -4%, 9%, 5%, 46, -4%, -10%, 812, 51, i, -0.6, -1
> CC1CCN(C(=O)c2ccc3c(c2)OCO3)CC1
    0.9%, -6%, 4%, 22%, 64, 23%, -6%, 685, 14, i, 0.8, 2
> O=C(COc1cccc2ccccc12)N1c2ccccc2CCc2ccccc21
    0.5%, 8%, 6%, 17%, 21, 3%, -6%, x, 24, i, -2.2, x
> Cn1cnc2cc(OC(=O)c3ccccc3)ccc21
    -0.1%, -3%, -7%, 12%, 51, 0%, -15%, 769, 15, i, 0.9, -8
> Cc1ccc(C(C)CCN2CCC(n3nccc3NC(=O)c3ccccc3)CC2)o1 (stereo not given)
    0.3%, -9%, 6%, 9%, 69, -18%, 2%, 899, 15, i, 0.4, 18
> Cc1cc(O)c(-c2cc(O)c(C)cc2O)cc1O
    0.6%, -4%, -9%, u, 61, -12%, 8%, 645, 4, i, 1.3, -16
> O=C(O)C1CC(=O)N(CCc2ccc(F)cc2)C1 (stereo not given)
    0.4%, -6%, 1%, 0%, 64, 2%, -3%, 786, 53, i, 1.1, 6
> CCCCNC(=S)NNC(=O)c1ccoc1C
    0.3%, -9%, 6%, -4%, 89, 0%, 1%, x, x, x, 2.4, x
> CC(=O)Nc1ccccc1C(=O)C(=O)Nc1ccc(C(=O)N2CCOCC2)cc1
    0.7%, -8%, 9%, -2%, 52, 1%, 9%, 726, 1, i, 0.0, 5
> O=C(CNC(=O)c1ccccc1C(=O)O)c1ccccc1
    0.3%, 0%, -8%, 3%, 76, 7%, 3%, x, 25, i, 0.0, x
> Cc1ccc(CN=c2c([N+](=O)[O-])nn(-c3cccc(Cl)c3)n2O)cc1
    0.2%, -4%, 10%, 12%, 59, 22%, -10%, 649, 17, i, -0.4, 30
> Cc1nnc(NC(=O)CSc2nccn2Cc2ccc(F)cc2)s1
    -0.1%, -5%, 3%, 4%, 47, -10%, 0%, 792, 30, i, 0.4, -3
> CCOC(=O)c1cnn(-c2ccccc2)c1NC(=O)c1ccccc1
    -0.2%, 4%, 6%, -6%, 51, -10%, 3%, x, 51, i, 0.9, x
> NS(=O)(=O)c1ccc2c(c1)C(=NO)c1cc(S(N)(=O)=O)ccc1-2
    0.3%, -3%, 6%, 9%, 61, 5%, 1%, 782, 60, i, 0.2, -12
> Cc1ccc(CCc2nnc(SCC(=O)Nc3ccccc3Cl)n2-c2ccccc2)o1
    -0.3%, -1%, 6%, 12%, 82, 6%, -4%, 650, 37, i, 2.6, 2
> CC1Cc2ccccc2N1C(=O)CNc1ccccc1N1CCCCC1 (stereo not given)
    -0.3%, 2%, 0%, 8%, 55, 12%, 14%, 751, 38, i, 5.8, -2
> COc1ccc(NC(=O)C2=Cc3ccccc3OC2)cc1
    -0.4%, -3%, 6%, 7%, 44, -10%, 0%, 716, 41, i, 0.7, 2
> Cc1ccccc1-c1nc(SCc2ccccn2)c2c(=O)n(C)c(=O)n(C)c2n1
    -0.1%, -10%, -2%, 7%, 59, -21%, -12%, 663, 33, i, 1.5, 40
> Nc1cnccc1Oc1cccc(C(F)(F)F)c1
    x, x, 5%, 31%, 52, x, x, x, 28, i, 1.0, x
> O=C(CCc1nc2ccccc2c(=O)[nH]1)N1CCN(S(=O)(=O)c2cccc(F)c2)CC1
    -0.2%, -2%, 1%, 6%, 62, -2%, -3%, 787, 41, i, 0.0, -28
> Cc1cc(C)n(C(C)CNS(=O)(=O)c2ccccc2)n1 (stereo not given)
    -0.4%, -7%, 7%, -16%, 37, 0%, -10%, 732, 18, i, 4.0, 14
> CS(=O)(=O)N1CC(C(=O)NN)Oc2ccc(Cl)cc21 (stereo not given)
    0.4%, 2%, 4%, -3%, 60, 9%, 32%, x, 31, i, -1.8, x
> N=c1c(-c2nc3ccccc3[nH]2)cc(C(=O)c2ccco2)nn1-c1ccccc1
    -0.2%, 5%, 7%, 5%, 72, -8%, -4%, 708, 58, i, 5.7, 8
> CCc1nnc(NC(=O)C2=CCN(S(=O)(=O)c3ccccc3)CC2)s1
    -0.1%, -6%, 17%, 14%, 56, -2%, 8%, 697, 43, i, 2.8, -6
> C=CCSc1nnc(-c2ccc(Cl)cc2Cl)o1
    -0.1%, -8%, 2%, -2%, 77, 2%, -3%, 756, 40, i, 2.3, -8
> O=C(c1ccc2[nH]c3c(c2c1)CCCC3)N1CCN(c2ccc(F)cc2)CC1
    0.1%, 6%, 5%, 4%, 60, 1%, 10%, 602, 23, i, 16, -6
> CC(C(=O)NC1CCCC1)N(Cc1ccc2c(c1)OCO2)C(=O)c1snc(C(N)=O)c1N (stereo not given)
    -0.1%, -6%, 8%, 14%, 52, 30%, -11%, x, 33, i, 4.6, x
> O=C(CNC(=O)c1cccs1)c1ccc(F)cc1
    0.4%, -3%, -2%, 4%, 39, 0%, 10%, 656, 48, i, -1.3, -11
> C/C(=N/NC(=O)C(O)(c1ccccc1)c1ccccc1)c1ccc([N+](=O)[O-])o1
    0.1%, -2%, 8%, 2%, 48, -10%, -1%, 701, 45, i, -0.8, 13
> CC(=O)O/N=C1\C(=O)N(Cc2ccc(C)cc2)c2ccccc21
    0.1%, -3%, 6%, -3%, 84, -17%, 10%, x, x, x, -1.6, x
> COC(=O)C1=C(N)OC2=C(C(=O)CCC2)C1c1ccccc1OC (stereo not given)
    0.4%, -7%, 7%, 4%, 53, 16%, 0%, 726, 19, i, -0.5, 12
> [N-]=[N+]=NC(c1ccccc1)c1nc2ccccc2[nH]c1=O (stereo not given)
    -0.1%, 4%, x, 12%, 111, -7%, -2%, 824, 9, i, 0.9, -10
> CCCCN(CCCC)C(=O)CN(C)S(=O)(=O)c1ccc2c(c1)n(C)c(=O)c(=O)n2C
    0.2%, 2%, 10%, -3%, 88, -5%, 4%, 739, 59, i, 1.4, 20
> Cc1nn2c(-c3ccc(F)cc3)ccnc2c1Br
    -0.1%, -3%, 5%, 0%, 96, 9%, 9%, 400, 9, i, 0.1, 1
> Cc1cc(C)n2nc(SCC(=O)NC(=O)NCc3ccco3)nc2n1
    -0.3%, -6%, 3%, 8%, 34, 7%, -15%, 717, 50, i, 0.3, -3
> Cc1cc2nc(-c3ccc[nH]c3=O)n(Cc3ccc(F)cc3)c2cc1C
    -0.1%, -19%, 3%, 6%, 70, -9%, -2%, 440, 21, i, -0.5, 16
> COc1ccc2c(c1)c(C(=O)CN1CCCCC1)c(C)n2C
    x, x, 16%, 25%, 49, x, x, x, 35, i, 0.1, x
> Cc1cccc(NC(=O)c2nc[nH]c2C(=O)Nc2ccccc2[N+](=O)[O-])c1
    -0.3%, -6%, 1%, 16%, 75, x, 6%, 631, 13, i, 0.0, 24
> COC(=O)NC(C)N1C(=O)C2C3C=CC(C3)C2C1=O (stereo not given)
    -0.5%, -3%, 8%, 3%, 45, 0%, -10%, 756, 7, i, 0.0, 10
> COc1cccc(/C=N/NC(=O)CN(CCc2ccccc2)S(=O)(=O)c2ccc(NC(C)=O)cc2)c1
    -0.3%, -3%, 11%, 21%, 68, -11%, 2%, 515, 46, i, 2.9, -25
> Cc1ccc(-n2c(N)c(C(=O)NCc3ccco3)sc2=S)cc1
    -0.1%, 6%, 12%, 7%, 49, -5%, 4%, x, 29, i, -0.9, x
> CCN(CC)CCN1C(=O)C(=O)/C(=C(/O)c2ccc(S(=O)(=O)N3CCOCC3)cc2)C1c1ccccc1 (stereo not given)
    0.0%, -11%, 5%, 2%, 47, 15%, 14%, 720, 34, i, 0.0, 23
> CN1CCN(c2nc3c(c(=O)n(C)c(=O)n3C)n2Cc2ccc(F)cc2)CC1
    -0.1%, -6%, 4%, 4%, 50, 10%, -6%, 783, 34, i, 0.8, -1
> Cc1cc(C)n(-c2nnc(NCc3ccc(Cl)cc3)nn2)n1
    -0.5%, -1%, 3%, 1%, 37, 7%, -4%, 717, 50, i, 1.0, -4
> O=C(CSc1ncccn1)NCCC1=CCCCC1
    x, x, 11%, 5%, 45, x, x, x, 50, i, 1.2, x
> CCn1c(CC(=O)Nc2cccc(OC)c2)nnc1SCC(=O)Nc1nccs1
    -0.2%, -1%, 7%, 15%, 68, 15%, -5%, 630, 30, i, 0.6, 7
> COc1ccc(Cn2c(O)c(C=Nc3ccc(C)cc3)c3ccccc3c2=O)cc1
    -0.4%, -3%, 9%, 2%, 32, -9%, -14%, 657, 50, i, 0.6, 38

Screening data (PubChem BioAssay)
